# VHR inh abs: inhibitors of human VHR1 phosphatase (DUSP3); recombinant VHR phosphatase, pNPP absorbance; 0.52% of 290,000 active; inhibition, % at 13.3 µM; P51452; in the data active means inhibition above about 50%; further: some compounds called inactive have numbers as strong as hits
# MazF activator: MazEF (E. coli) toxin RNase activation | P0AE70 | 0.32% of 350,000 active | activation, % at 20 µM | FAM/BHQ RNA-DNA oligo cleavage fluorescence, 5 h; in the data active means activation above about 50%
# Vc quorum ag: quorum light induction in luxS cqsA deficient V. cholerae; 0.16% of 350,000 active; activation, % at 18.7 µM; AID 588436; V. cholerae BH1578 lux reporter, luminescence, 6 h; in the data active means activation mostly above about 9.7%, no sharp cut-off; further: not every result past the cut was called active; inactives centre near 0; reference of the scale not given here
# TcdB GH inh: TcdB glycohydrolase inhibition; TcdB glycohydrolase enzymatic assay, plate reader; 0.24% of 350,000 active; AID 652162; P18177; inhibition, % at 9.99 µM; in the data active means inhibition above about 10%
# Target sequence (P18177 whole entry, looked up): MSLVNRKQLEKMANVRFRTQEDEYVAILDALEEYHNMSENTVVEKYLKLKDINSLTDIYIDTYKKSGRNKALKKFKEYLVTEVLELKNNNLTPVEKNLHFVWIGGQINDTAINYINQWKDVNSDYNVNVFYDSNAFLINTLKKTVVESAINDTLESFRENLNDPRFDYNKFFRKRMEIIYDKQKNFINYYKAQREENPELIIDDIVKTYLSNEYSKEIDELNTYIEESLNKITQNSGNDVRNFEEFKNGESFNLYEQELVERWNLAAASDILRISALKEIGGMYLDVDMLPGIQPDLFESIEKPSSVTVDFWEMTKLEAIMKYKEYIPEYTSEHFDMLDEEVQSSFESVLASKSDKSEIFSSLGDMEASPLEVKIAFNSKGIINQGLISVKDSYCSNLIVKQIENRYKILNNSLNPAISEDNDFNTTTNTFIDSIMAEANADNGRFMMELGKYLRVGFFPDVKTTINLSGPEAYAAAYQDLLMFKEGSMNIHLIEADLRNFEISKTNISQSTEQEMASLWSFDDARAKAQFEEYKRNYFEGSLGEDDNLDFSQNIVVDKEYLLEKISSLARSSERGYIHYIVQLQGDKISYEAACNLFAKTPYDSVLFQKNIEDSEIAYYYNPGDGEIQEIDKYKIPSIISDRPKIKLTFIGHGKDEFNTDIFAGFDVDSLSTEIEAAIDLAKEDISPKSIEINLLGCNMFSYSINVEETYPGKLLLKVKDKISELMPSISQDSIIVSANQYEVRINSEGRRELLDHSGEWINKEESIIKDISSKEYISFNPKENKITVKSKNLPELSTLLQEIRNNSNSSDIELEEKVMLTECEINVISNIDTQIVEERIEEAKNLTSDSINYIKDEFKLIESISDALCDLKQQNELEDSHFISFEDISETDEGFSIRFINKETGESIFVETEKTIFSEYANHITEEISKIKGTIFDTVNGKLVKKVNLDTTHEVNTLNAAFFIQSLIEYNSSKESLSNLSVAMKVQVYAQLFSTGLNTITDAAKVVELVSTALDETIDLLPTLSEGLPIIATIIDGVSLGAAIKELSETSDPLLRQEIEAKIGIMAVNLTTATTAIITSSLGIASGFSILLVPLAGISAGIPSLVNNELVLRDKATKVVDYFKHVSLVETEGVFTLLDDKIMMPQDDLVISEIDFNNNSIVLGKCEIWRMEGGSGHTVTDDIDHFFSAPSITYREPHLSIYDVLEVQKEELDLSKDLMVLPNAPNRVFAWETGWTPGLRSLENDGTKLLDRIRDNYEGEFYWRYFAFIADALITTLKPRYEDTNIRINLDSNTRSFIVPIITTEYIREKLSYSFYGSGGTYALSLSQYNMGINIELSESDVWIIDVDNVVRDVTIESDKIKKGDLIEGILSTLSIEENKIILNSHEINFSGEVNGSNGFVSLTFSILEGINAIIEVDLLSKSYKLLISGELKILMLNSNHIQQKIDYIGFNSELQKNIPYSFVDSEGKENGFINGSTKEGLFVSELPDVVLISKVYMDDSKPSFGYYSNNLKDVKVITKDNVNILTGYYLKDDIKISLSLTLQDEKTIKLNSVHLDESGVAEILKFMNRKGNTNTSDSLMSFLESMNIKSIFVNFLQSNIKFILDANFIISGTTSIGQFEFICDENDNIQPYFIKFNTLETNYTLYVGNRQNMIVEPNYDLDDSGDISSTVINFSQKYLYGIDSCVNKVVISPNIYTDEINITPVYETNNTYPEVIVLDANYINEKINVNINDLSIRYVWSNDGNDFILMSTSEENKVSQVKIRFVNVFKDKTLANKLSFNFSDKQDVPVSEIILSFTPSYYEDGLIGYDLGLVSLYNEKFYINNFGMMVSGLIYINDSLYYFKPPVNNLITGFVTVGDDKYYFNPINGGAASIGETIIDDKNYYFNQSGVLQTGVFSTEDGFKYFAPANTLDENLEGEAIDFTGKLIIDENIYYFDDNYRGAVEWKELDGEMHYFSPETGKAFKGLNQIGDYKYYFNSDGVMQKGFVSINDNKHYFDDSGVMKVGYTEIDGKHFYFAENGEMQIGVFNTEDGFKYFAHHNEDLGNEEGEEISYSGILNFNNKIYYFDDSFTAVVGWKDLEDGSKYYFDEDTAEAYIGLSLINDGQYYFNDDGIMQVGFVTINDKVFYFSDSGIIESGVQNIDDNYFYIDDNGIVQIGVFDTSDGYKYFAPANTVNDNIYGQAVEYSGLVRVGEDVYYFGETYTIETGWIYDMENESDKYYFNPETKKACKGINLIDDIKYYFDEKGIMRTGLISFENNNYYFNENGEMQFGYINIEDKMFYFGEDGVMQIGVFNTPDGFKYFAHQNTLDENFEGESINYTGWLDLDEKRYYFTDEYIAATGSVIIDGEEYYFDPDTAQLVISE
# Rv3671c protease: inhibitors of M. tuberculosis serine protease Rv3671c. P9WHR9. inhibition, % at 5.96 µM. 0.048% of 320,000 active; in the data active means inhibition above about 38%;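 further: extracellular domain of Rv3671c used as enzyme; 0% = enzyme with DMSO and 100% = no enzyme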
# PriA SSB inh: inhibitors of Klebsiella pneumoniae PriA binding to SSB C-terminal tail | 0.6% of 430,000 active | inhibition, % at 33 µM | AlphaScreen SSBct-PriA binding, biotinylated peptide; in the data active means inhibition mostly above about 37%, no sharp cut-off; inactive means mostly below about 20%;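 further: plate controls were negative control peptide for no effect and reference peptide for full effect; strong numbers were not always called active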
# CCHF vOTU inh: blocks the CCHF virus ovarian tumor domain protease; CCHFV vOTU protease, Pep-AMC fluorescence; inhibition, % at 11.5 µM; 0.55% of 370,000 active; in the data active means inhibition above about 30%; further: 0% = vehicle wells with enzyme and 100% = no enzyme wells
# Yp Topo-I inh: inhibitors of Yersinia pestis topoisomerase I | activity, % at 10 µM | Y. pestis Topo-I cleavage product accumulation, plate reader | 0.064% of 360,000 active | AID 504884; in the data active means activity above about 50%, passing the limit was not always enough; further: inactives centre near 2
# PrPC surface inh: reduces human prion protein on the cell surface | cell surface PrPC, TR-FRET read-out | 0.43% of 370,000 active | AID 720596 | inhibition, % at 13.8 µM | P04156; in the data active means inhibition above about 24%; further: 0% = median of the test wells and 100% = reference compound wells
# SARS 3CLpro inh: SARS-CoV 3CLpro protease inhibition | P0C6X7 | recombinant SARS-CoV 3CLpro, quenched FRET peptide cleavage | inhibition, % at 6 µM | 0.14% of 290,000 active | AID 1706; in the data active means inhibition above about 12%
# * marks the source's active call; other numbers are inactive results; i = inactive; x = not tested or not shown; & = joins results of further samples. Some of the compounds tested; rates above refer to the full screens.
SMILES,VHR inh abs,MazF activator,Vc quorum ag,TcdB GH inh,Rv3671c protease,PriA SSB inh,CCHF vOTU inh,Yp Topo-I inh,PrPC surface inh,SARS 3CLpro inh
O=C(CSc1nc2sc3c(c2c(=O)n1-c1ccccc1)CCCC3)N/N=C/c1ccc(C(=O)O)cc1,9,-10,-5.9,x,5,x,x,-5,x,-1
Cc1cc2cc(CCNC(=O)C(C)C)c(=O)[nH]c2cc1C,x,5,i,x,-4,-9,-2,2,-3,3
CCc1nnc(NC(=O)CSc2nnc(-c3ccccc3O)o2)s1,11,8,0.1,0.5,24,-4,-15,4,1,0
COc1ccc(S(=O)(=O)N2CCCOC2CNC(=O)C(=O)NC2CCCC2)cc1 (stereo unspecified),76,-4,0.0,2.3,6,-20,6,-4,-3,-2
CN(Cc1ccccc1)C(=O)c1ccc(NC(=O)Cc2cccc(NC(=O)C3CCN(C(=O)C4CC4)CC3)c2)cc1,x,-2,0.4,0.6,-14,-24,0,13,-5,x
Cc1ccc(Nc2nc(N)c([N+](=O)[O-])c(N3CCOCC3)n2)cc1,-26,1,-0.5,x,0,-18,1,-2,-11,-1
CCCOc1ccc(F)cc1-c1cc(C(=O)Nc2ccc(C)c(NS(C)(=O)=O)c2)[nH]n1,x,x,i,1.9,x,x,3,-5,2,x
Cc1cc(C)nc(Nc2nc3ccccc3s2)n1,5,-6,i,0.3,7,-6,-8,13,-11,-2
CCCCCCNC(=O)C(C(=O)OCC)C1CCCCC1 (stereo unspecified),-8,6,-1.0,x,3,-7,5,4,-4,-4
CCCCC1CCC(/C(N)=N/O)CC1 (stereo unspecified),10,-5,-0.3,x,-1,x,-19,7,3,-1
COCc1cc(C)nc2sc(C(=O)NC3CCCCC3)c(N)c12,-7,-3,i,x,6,-3,2,1,-4,0
CC(C)(C)C1CCc2c(sc3ncn(N)c(=N)c23)C1 (stereo unspecified),17,9,-7.9,0.8,3,-3,8,17,1,-2
CCN1CCN(C(=S)Nc2cc(S(=O)(=O)N(CC)CC)ccc2C)CC1,22,5,-0.4,1.0,3,-19,-8,6,1,-2
O=C(Nc1ccnn1C1CCN(C(=O)Cc2ccccc2F)CC1)C1CC1,24,-7,i,0.1,5,-5,14,18,2,-3
O=C(O)c1c(-c2ccccc2)c(-c2ccccc2)nc2ccccc12,25,15,-0.2,6.1,-3,-8,4,10,3,2
CSc1cccc(NC(=S)N(Cc2ccc(C)cc2)Cc2ccccn2)c1,21,-1,i,0.2,-6,-6,5,6,2,2
C=C(C)CN=CC1(C)CCC(C)=CO1 (stereo unspecified),x,-2,i,-0.1,x,0,2,13,-6,x
Cc1onc(-c2ccccc2Cl)c1C(=O)NCCCc1ccccc1,-13,-3,0.0,0.9,-8,-9,8,5,-1,2
CCCOc1ccc(CNC(=O)Cn2c(=O)oc3ccccc32)cc1,11,1,-0.3,1.2,-1,-22,4,4,0,-3
CCCCNc1c([N+](=O)[O-])cc(C)cc1[N+](=O)[O-],14,-7,-5.4,4.8,0,76*,-4,10,-1,0
O=C(NCCn1cccn1)C1CCC(=O)N(CCc2ccccc2)C1 (stereo unspecified),6,-2,-1.2,1.4,-7,-5,3,1,-2,0
O=C(COC(=O)c1cc(=O)[nH]c(=O)[nH]1)Nc1cccc(S(=O)(=O)N2CCOCC2)c1,-10,7,-2.8,0.8,0,4,-4,1,-4,0
CCOc1ccc(S(=O)(=O)NCc2ccncc2)cc1NC(=O)c1ccccc1,x,5,3.5,2.1,-1,5,-10,3,8,x
Cc1cccc(NC(=S)N2CCC(NC(=O)C3CCCCC3)CC2)c1,46,-1,-0.2,1.2,-4,-10,1,-1,3,-7

# In a second layout: results already given.
CCN1CCN(C(=S)Nc2cc(S(=O)(=O)N(CC)CC)ccc2C)CC1
  VHR inh abs: 22
  MazF activator: 5
  Vc quorum ag: -0.4
  TcdB GH inh: 1.0
  Rv3671c protease: 3
  PriA SSB inh: -19
  CCHF vOTU inh: -8
  Yp Topo-I inh: 6
  PrPC surface inh: 1
  SARS 3CLpro inh: -2
O=C(Nc1ccnn1C1CCN(C(=O)Cc2ccccc2F)CC1)C1CC1
  VHR inh abs: 24
  MazF activator: -7
  Vc quorum ag: i
  TcdB GH inh: 0.1
  Rv3671c protease: 5
  PriA SSB inh: -5
  CCHF vOTU inh: 14
  Yp Topo-I inh: 18
  PrPC surface inh: 2
  SARS 3CLpro inh: -3
O=C(O)c1c(-c2ccccc2)c(-c2ccccc2)nc2ccccc12
  VHR inh abs: 25
  MazF activator: 15
  Vc quorum ag: -0.2
  TcdB GH inh: 6.1
  Rv3671c protease: -3
  PriA SSB inh: -8
  CCHF vOTU inh: 4
  Yp Topo-I inh: 10
  PrPC surface inh: 3
  SARS 3CLpro inh: 2

# Remaining list, next part.
SMILES,VHR inh abs,MazF activator,Vc quorum ag,TcdB GH inh,Rv3671c protease,PriA SSB inh,CCHF vOTU inh,Yp Topo-I inh,PrPC surface inh,SARS 3CLpro inh
CC1=C(c2ccccc2)C(O)(c2ccccc2)C(C)C1=O (stereo unspecified),x,-2,i,-10,x,-12,-3,9,12,x
CC(C)CN1C(=O)C(=O)N(CC(=O)NC(C)CCc2ccccc2)C1=O (stereo unspecified),x,1,-0.9,1.6,x,-5,-5,-13,8,x
O=C(CCS(=O)(=O)c1ccc2c(c1)NC(=O)CS2)NCCc1ccccc1,11,-3,-0.4,4.4,-11,-13,15,1,-6,-2
O=C(C[n+]1cc2ccccc2c2ccccc21)c1ccccc1,37,9,-3.4,x,-13,-2,-2,-2,-25,1
C/C(=N/N1CCN(Cc2cccc3ccccc23)CC1)c1cccnc1,28,-3,0.3,-1.7,-14,x,7,21,2,0
O=S(=O)(N=C1C=CC(=NS(=O)(=O)c2ccccc2)c2ccccc21)c1ccccc1,x,-5,-9.1,0.5,x,x,72*,-1,2,x
COc1ccccc1N1CCN(C(=O)c2c(C)cc(=O)oc2C)CC1,-1,3,0.1,x,-5,-14,-4,-5,-5,-2
N#CCCn1c(SCC(=O)c2c[nH]c3ccccc23)nc2ccccc21,26,16,i,x,-11,-4,12,-13,-3,0
CCOC(=O)c1cnc2nc(NCc3ccc(OC)c(OC)c3)[nH]n2c1=O,-5,15,0.0,x,-9,-20,0,-8,5,-1
CCOC(=O)C(=O)N(C)c1c(CC)nc2c(OCCC3CCCCC3)cccn12,x,x,1.3,1.6,x,x,17,36,10,x
Oc1ccc(Cl)cc1C1=NCCNC(C(F)(F)C(F)F)=C1,22,10,2.6,0.7,-5,5,13,0,-12,-2
O=C(CCCCCN1C(=O)CCC1=O)NCc1ccccc1,-8,1,-0.2,x,2,1,1,0,1,-6
O=C(CN(Cc1ccccc1)S(=O)(=O)c1ccccc1)N/N=C/c1ccccc1[N+](=O)[O-],22,14,1.8,1.4,-5,x,10,1,-3,2
O=C(NCC1CCCO1)c1c(O)nc2sccn2c1=O (stereo unspecified),x,11,i,-2.7,-4,-2&15,18,6,8,x
CCCn1c(N)c(C(=O)CSc2nnc3n2CCCCC3)c(=O)n(C)c1=O,x,5,-0.8,1.2,0,-14,2,-13,1,x
CCN1C(=O)[C@H]2[C@@H](c3ccc(-c4cccc(Cl)c4)c(OC)c3)N3CCC[C@@]3(C(=O)OC)[C@H]2C1=O,x,-13,0.4,1.0,-13,-12,-10,9,5,x
COc1ccccc1NC(=O)C1=C(C)NC(=O)NC1c1cccc(OC)c1OC (stereo unspecified),-9,1,i,x,7,-5,4,12,3,5
COc1cc(CN(C)c2ncnc3sccc23)ccc1OC(F)F,-35,5,0.2,4.5,10,-16,5,-4,10,5
CCOC(=O)C1=C(CC)Nc2ccccc2N=C1NC(=O)c1ccc(C)c(S(=O)(=O)N2CCOCC2)c1,x,0,-1.4,2.4,x,-2,5,23,11,x
COc1ccc(C(c2nnnn2C2CCCC2)N2CCC(C)CC2)c(OC)c1 (stereo unspecified),-1,8,-0.5,x,0,-5,17,24,11,-10
COc1ccccc1N1CCN(CC(O)COc2ccc(C)c(C)c2)CC1 (stereo unspecified),x,2,i,1.2,2,-7,-7,28,4,3
CC(C)C1CC(C(F)(F)F)n2nc(C(=O)O)cc2N1 (stereo unspecified),23,4,0.3,1.9,3,-14,11,5,-5,-1
COc1cc(C(=O)NCC(=O)NCCN2C(=O)S/C(=C\c3ccc4c(c3)OCO4)C2=O)cc(OC)c1OC,x,-10,-1.1,1.1,8,2,2,8,-8,x
COc1ccc(-c2noc(CCC(=O)N3CCN(c4cccc(C)c4)CC3)n2)cc1,x,24,i,-0.4,x,-1,-11,10,-4,x
COc1cccc(CNC(=O)CCC2CCCN(C(=O)c3ccc(F)c(Cl)c3)C2)c1 (stereo unspecified),27,0,i,0.9,2,5,-2,30,1,1
CC1CCN(C(=O)CCNC(=O)c2ccccc2Cl)CC1,1,3,-0.6,1.0,-4,-2,7,2,0,5
Cc1ccc(-c2nnc(CSc3nc(C(C)C)nc4sc(C)c(C)c34)o2)cc1,-8,6,-0.1,x,6,-22,2,-4,3,-3
C/C(=N\Nc1ncc(Cl)cc1Cl)c1cccs1,11,x,i,x,6,x,x,-6,x,7
O=C(N/N=C/C(Cl)=C/c1ccc([N+](=O)[O-])cc1)C(=O)Nc1cccc(C(=O)O)c1,9,5,i,0.2,-10,i,13,-10,-8,-1
C[C@@H]1CC2(CCCC[N+]2(C)C)C[C@H]1C,8,5,-0.2,0.7,6,-1,-7,7,-4,2
Cc1cn(C(=O)c2cccc(Br)c2)c(C)n1,0,-11,0.8,x,5,-10,6,-1,1,2
O=C(NNC(=O)c1ccc(Br)s1)c1cccc(Cl)c1,x,-1,-0.1,0.9,-9,-8,21,7,-6,x
CCOc1ccc2nc(SCC#N)c(C#N)cc2c1,6,4,i,x,-12,-19,9,7,-1,1
COC(=O)c1c(NC(=O)c2ccc(OC(C)C)cc2)sc2c1CC(C)(C)NC2(C)C,16,27,-0.3,6.3,2,-14,-1,-7,0,-1
COc1ccc(C2=NOC(C(=O)NCc3cccnc3)C2)cc1 (stereo unspecified),15,10,i,1.5,-3,-4,7,-7,-1,0
Cc1cc(Cl)ccc1C(=O)C1CCCN(C(=O)CCN2CCCO2)C1 (stereo unspecified),39,-4,-0.3,0.8,2,-9,-2,-2,-2,-1
Cc1nn(CC(=O)Nc2nccs2)c(C)c1[N+](=O)[O-],1,4,3.2,0.1,4,-3,-2,9,-2,1
CCCN(C(=O)/C=C/c1ccc(S(=O)(=O)N(CC)CC)cc1)C1CCS(=O)(=O)C1 (stereo unspecified),x,0,-7.1,0.6,-7,-8,6,11,-17,x
CCN(CC)S(=O)(=O)c1ccc(NC(=O)Cn2c(=O)sc3ccccc32)cc1,-5,6,-0.2,x,-25,4,-17,7,6,6
CCOc1ccc(C(=O)Nc2nc(C)c(C(=O)OC)s2)cc1,-5,-35,1.1,-0.5,9,-7,8,-5,1,1
CC(C)C[C@H](NC(=O)N1CCn2c1nc1ccccc12)C(=O)N1CCCCC1,-22,1,-1.0,-0.6,5,-8,7,15,-6,3
Cc1ccc(-c2nnc(SCC(=O)Nc3sc(C)c(C)c3C#N)n2C)cc1,-18,-48,i,x,6,-15,12,28,-1,-3
COc1cccc(C(=O)Nc2cccc(-c3nc4ncccc4o3)c2C)c1,6,0,i,x,3,-20,6,6,3,10
CCn1nc(C)c(/C=N/NC(=O)Cc2ccc(Cl)cc2)c1C,1,-2,3.0,x,-12,x,x,-1,x,-1
Nc1nonc1-c1nc2ccccc2n1CC(=O)N/N=C\c1ccc(-c2ccc(Cl)cc2)o1,1,-40,i,x,1,x,9,-8,0,1
O=C(NCC1CCCO1)C1CCN(C2CCN(C(=O)CC3CCCC3)CC2)CC1 (stereo unspecified),8,7,-0.3,0.8,-1,-12,-3,14,-7,3
CC(C)CC(=O)NC(=S)Nc1cc(C(F)(F)F)ccc1N1CCOCC1,13,0,-0.4,-1.0,-9,-7,5,21,-1,-2
CNC(=O)c1cccn(Cc2cccc(C(F)(F)F)c2)c1=O,24,0,i,2.1,-17,-7,-3,-2,-1,1

# Source: PubChem BioAssay (several laboratories)
